# LDHA inh: qHTS assay for inhibitors of human lactate dehydrogenase; activity change, % (values are at about 110 or 230 µM); hit rate 0.15% among 480,000; AID 1347041, 2019; purified LDHA, NADH/diaphorase-resazurin fluorescence; active compounds read low; in the data active means activity change below about -30%; inconclusive means mostly about -25% to -30%;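 further: plate controls were DMSO wells for no effect and wells without enzyme for full effect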
#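 Enzyme activity of human lactate dehydrogenase 5 (2 nM; 0.06 mM NADH, 0.2 mM pyruvate, 5 min, RT) is measured via a resazurin/diaphorase fluorescence readout of residual NADH.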
# POLH inh: qHTS for Inhibitors of Polymerase Eta; recombinant Pol eta, fluorescent DNA replication assay; Potency, µM (titrated, usually from 114 µM), inactives show top-dose activity change, negative = inhibition, actives largely listed as inhibitors; DNA polymerase eta (Homo sapiens), Q9Y253; hit rate 1.2% among 390,000; further: potency means the concentration at half of the fitted maximal effect; on the % scale 0 is the no-effect control and ±100 the full control effect
#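 Pol eta at 10 nM preincubated with compounds 15 min at room temperature; reaction started with fluorescent substrate (50 nM final) and read kinetically at 0 and 10 min.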
# RGS4 inh: Inhibitors of Regulator of G Protein Signaling (RGS) 4: qHTS | Potency, µM (highest dose often 114 µM), without a hit: top-dose activity change, negative = inhibition, usual class: inhibitors | Regulator of G-protein signaling 4 (Homo sapiens), P49798 | hit rate 0.039% among 390,000 | Transcreener GDP fluorescence polarization, RGS4-accelerated GTP hydrolysis; further: potency means the concentration at half of the fitted maximal effect; on the % scale 0 is the no-effect control and ±100 the full control effect; nearly all actives have a fitted effect of over 75% in size; some results filed as inactive show a strong effect at the top dose
#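 MLSMR compounds (23 nl, pin-transferred) preincubated 10 min at room temperature with a 500nM (2x) first reagent, then RGS4 at 900nM (2x) plus Transcreener GDP mix added; fluorescence polarization (620/688 nm) read before and after 90 min at 30 °C.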
# APEX1 inh: qHTS Assay for Inhibitors of the Human Apurinic/apyrimidinic Endonuclease 1 (APE1). recombinant APE1, TAMRA/BHQ-2 abasic DNA cleavage fluorescence. Potency, µM (highest dose often 65.8 µM), without a hit: at the highest dose activity change, negative = inhibition, most hits filed as inhibitors. hit rate 0.35% among 350,000. AID 2517, 2012;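 further: potency means the concentration at half of the fitted maximal effect; plate controls were vehicle for no effect and reference inhibitor for full effect; nearly all actives have a fitted effect of over 55% in size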
#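 Quantitative HTS: incision of a TAMRA/BHQ-2 double-stranded substrate bearing a tetrahydrofuran abasic site by 0.75 nM APE1 raises fluorescence. Substrate 50 nM final, added after 15 min compound preincubation at room temperature; progress as third-minus-first kinetic read difference.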
# ALOX12 inh: Primary qHTS assay for inhibitors of human arachidonate 12S-lipoxygenase (ALOX12): Round 2; Polyunsaturated fatty acid lipoxygenase ALOX12 (Homo sapiens), P18054; AID 1671190, 2021; hit rate 1.1% among 580,000; Potency, µM (top dose mostly 108 µM), for the others: at the top dose activity change, negative = inhibition, actives largely listed as inhibitors; purified 12hLO, xylenol orange hydroperoxide absorbance; further: potency means the concentration at half of the fitted maximal effect; on the % scale 0 is the no-effect control and ±100 the full control effect
#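 Purified human 12hLO at 150 nM in 25 mM Hepes, 0.01% Triton X-100, pH 7.0, preincubated 15 min at room temperature with compound. Reaction started with 40 uM arachidonic acid, 30 min at room temperature. Hydroperoxide measured by Fe-xylenol orange, 573/405 nm absorbance ratio.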
# ERG-DNA inh: qHTS for Small Molecule Inhibitors of the ERG Ets/DNA interaction; Transcriptional regulator ERG (Homo sapiens), P11308; fluorescence polarization, His-ERG Ets domain / labelled DNA; Potency, µM (top dose mostly 76.9 µM), inactives show top-dose FP activity, negative = inhibition, most hits filed as inhibitors; hit rate 0.028% among 370,000; AID 624246, 2012; active means well fitted inhibition curve with a large enough effect in the polarisation, with a control signal flat; inconclusive means small, poorly fitted or top-dose-only effect, or effect the other way, or a change in a side signal; inactive means no such curve, though single readings can be large or run the other way; the % refers to the polarisation;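 further: polarization taken with two DNA probes labelled with fluorescein and Texas red; potency means the concentration at half of the fitted maximal effect; % of control where 0% means no effect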
#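 His-tagged ERG Ets domain (1 uM in the protein solution; 300mM KCl, 50mM Tris-HCl, 1mM EDTA, 1mM DTT, pH 7.5) received compound, then a probe mix of 5 nM fluorescein-DNA and 100nM Texas-615-DNA. Fluorescence polarization was read for both dyes.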
# POLB inh: qHTS Assay for Inhibitors of DNA Polymerase Beta. P06746. hit rate 1.3% among 340,000. AID 485314, 2010. Potency, µM (top dose mostly 114 µM), without a hit: top-dose activity change, negative = inhibition, actives largely listed as inhibitors. Pol beta primer extension/strand displacement, fluorescence kinetic; further: potency means the concentration at half of the fitted maximal effect; on the % scale 0 is the no-effect control and ±100 the full control effect
#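 Preincubation: enzyme (10 nM) with compound, 15 min, RT. Reaction: substrate added to 50 nM final. Reads: 0 and 10 min. Analysis: normalized, Hill fit.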
# Apoferritin bind: qHTS Assay for Identification of Novel General Anesthetics | Ferritin light chain (Equus caballus), P02791 | apoferritin/1-aminoanthracene competitive binding, fluorescence | Potency, µM (highest dose often 77.5 µM), for the others: top-dose activity change, negative = displacement, most hits filed as inhibitors | hit rate 0.074% among 350,000 | AID 485281, 2010; further: potency means the concentration at half of the fitted maximal effect; on the % scale 0 is the no-effect control and ±100 the full control effect; nearly all actives have a fitted effect of over 20% in size
# Target sequence (P02791 2-175 limits assumed): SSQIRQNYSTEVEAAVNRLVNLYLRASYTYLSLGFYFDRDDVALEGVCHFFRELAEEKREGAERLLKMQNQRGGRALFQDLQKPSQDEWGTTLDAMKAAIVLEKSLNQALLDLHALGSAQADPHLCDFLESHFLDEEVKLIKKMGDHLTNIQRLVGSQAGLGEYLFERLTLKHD
#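 In PBS, apoferritin at 10 uM is loaded with 1-AMA from a 50% saturated solution. After 10 min of compound exposure at ambient temperature, reduced 535 nm fluorescence indicates probe displacement.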
# POLK inh: qHTS for Inhibitors of Polymerase Kappa. DNA polymerase kappa (Homo sapiens), Q9UBT6. purified Pol kappa, fluorescent DNA synthesis assay, 10 min. Potency, µM (highest dose often 107 µM), inactives show at the top dose activity, negative = inhibition, hits mostly inhibitors. hit rate 0.53% among 400,000. AID 588579, 2011; further: potency means the concentration at half of the fitted maximal effect; on the % scale 0 is the no-effect control and ±100 the full control effect
# Target sequence (Q9UBT6 whole entry, looked up): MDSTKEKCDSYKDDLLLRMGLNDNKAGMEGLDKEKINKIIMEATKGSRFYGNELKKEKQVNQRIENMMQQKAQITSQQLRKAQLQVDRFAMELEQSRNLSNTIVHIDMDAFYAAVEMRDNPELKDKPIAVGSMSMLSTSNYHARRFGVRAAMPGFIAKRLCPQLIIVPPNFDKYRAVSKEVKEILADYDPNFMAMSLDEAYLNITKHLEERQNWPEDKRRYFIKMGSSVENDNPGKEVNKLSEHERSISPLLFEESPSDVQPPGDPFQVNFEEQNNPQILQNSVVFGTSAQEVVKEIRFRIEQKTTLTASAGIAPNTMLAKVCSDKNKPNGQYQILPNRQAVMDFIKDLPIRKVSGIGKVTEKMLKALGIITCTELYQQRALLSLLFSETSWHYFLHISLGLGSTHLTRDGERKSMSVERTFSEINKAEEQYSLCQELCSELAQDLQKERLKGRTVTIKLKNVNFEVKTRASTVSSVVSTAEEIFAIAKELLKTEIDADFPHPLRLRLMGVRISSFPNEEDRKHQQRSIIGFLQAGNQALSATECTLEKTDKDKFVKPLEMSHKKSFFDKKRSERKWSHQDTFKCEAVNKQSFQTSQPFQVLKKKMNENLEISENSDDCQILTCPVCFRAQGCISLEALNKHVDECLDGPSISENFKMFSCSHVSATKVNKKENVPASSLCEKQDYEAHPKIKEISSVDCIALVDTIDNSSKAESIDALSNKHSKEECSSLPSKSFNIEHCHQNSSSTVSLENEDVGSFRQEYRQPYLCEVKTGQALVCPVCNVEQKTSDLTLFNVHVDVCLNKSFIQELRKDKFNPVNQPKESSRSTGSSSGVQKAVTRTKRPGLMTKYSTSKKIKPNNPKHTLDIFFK
#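 Enzyme at 10 nM met test compounds for 15 min at room temperature. Substrate addition (50 nM final) began the reaction, which was monitored by fluorescence at 0 and 10 min.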
# Numbers without * were called inactive; u = inconclusive; x = not tested or not shown; & = joins results of further samples; [ ] = dose if it differs, or a comment. Unless noted, the call rests on the fitted dose curve; in most records, active means well fitted curve in the direction sought with a large enough effect; inconclusive means small, poorly fitted or top-dose-only effect, or another doubt; inactive means no such curve, though single readings can be large; an effect the other way counts as inactive or inconclusive. A portion of the library; count on the stated rates, not on these rows.
SMILES,LDHA inh,POLH inh,RGS4 inh,APEX1 inh,ALOX12 inh,ERG-DNA inh,POLB inh,Apoferritin bind,POLK inh
COc1ccccc1-n1c(O)c(/C=C2\C=Nc3ccccc32)c(=O)[nH]c1=O,3,3%,-29%,-11%,-10%,10%,0%,-16%,-4%
CCCCn1c(=O)c(C(=O)Nc2ccccn2)c(O)c2ccccc21,0,-13%,-10%,4%,7%,11%,1%,-7%,10%
CCCCCCn1c(=O)c(C(=O)Nc2c(C)n(C)n(-c3ccccc3)c2=O)c(O)c2ccccc21,-5,-17%,6%,u,8%,-1%,-17%,-5%,4%
NNCc1cccc(O)c1,-2,-1%[57.1 µM],-19%,-11%&1%,u,4%,16%[57.1 µM],4%,0%
Cc1oc(-c2ccc(F)cc2F)nc1CN1C[C@@H]2C[C@@H](C1)c1cccc(=O)n1C2,1,1%,46%,1%,-14%,12%,6%,-10%,-20%
CN(C)CC1CCCCC1OC(=O)c1ccc(Cl)c(Cl)c1 (stereo not given),0,-10%,-28%,-6%,-13%,-8%,23%,2%,9%
CCCC12CN3CC(C)(CN(C1)C3c1c(C)[nH]c(=O)[nH]c1=O)C2=O (stereo not given),-2,-17%,12%,x,1%,0%,u,7%,-23%
CCOC(=O)C1(CCCc2ccccc2)CCN(C2CCC2)CC1,-13,4%,17%,8%,u,1%,u,-5%,-2%
CCOC(=O)[C@]12Cc3ccccc3[C@H]1N(Cc1ccccc1)C(=O)c1ccccc12,1,-16%,-6%,x,-5%,10%,x,x,7%&-16%
CCn1ccnc1CN1CCCC(C(=O)c2ccc(OC)cc2OC)C1 (stereo not given),-4,-2%,23%,3%,-3%,-17%,-2%,-8%,7%
COC(=O)C[C@]1(C(=O)OC)CN(C#N)N(c2ccc(Cl)cc2)C12c1ccccc1-c1ccccc12,-1,-6%,-41%,1%,-26%,1%,28%,-3%,-4%
Cc1nc2ccccc2c(=O)n1-n1cnnc1,0,-12%,16%,-1%,17%,-9%,29%,-4%,0%
COc1ccc(O)c2c(=O)c3c(OC)cc4c(c3oc12)C1C=COC1O4 (stereo not given),-5,-18%,4%,-5%,28%,-5%,-6%,0%,-20%
Cc1cc(C)[n+](C2C3CC4CC(C3)CC2C4)o1 (stereo not given),-3,-14%,-19%,1%,-11%,0%,13%,-1%,-11%
CCOc1ccc(NC(=O)c2cccn(Cc3cccc(Cl)c3)c2=O)cc1,-1,-15%,17%,x,-7%,15%,1%,-2%,-7%[60.1 µM]
O=c1[nH]c(O)c(C=Nc2ccc(F)c(Cl)c2)c(=O)[nH]1,-7,7%,32%,0%,-1%,3%,14%,10%,-9%
Cc1cc(NC(=O)c2cccn(Cc3cccc(Cl)c3)c2=O)no1,-2,-15%,-16%,x,-8%,6%,-24%,-13%,-5%[60.1 µM]
COC(=O)C1=C(c2ccc(C(C)=O)cc2)C[C@@H]2CC[C@H]1N2C(=O)N1CCCC1,0,-18%,8%,24%,-5%,-12%,x,x,-22%
Clc1cccc(N2CCNCC2)c1Cl,-5,-9%,-22%,-3%,-10%,3%,15%,-10%,6%
Cc1c2cnn(CC(=O)N3CCC4(CC3)OCCO4)c(=O)c2c(C)n1Cc1cccc(Cl)c1,-6,-4%,19%,-11%,-10%,-11%,38%,-10%,-14%
Cc1nc(Cl)sc1C(=O)Nc1ccc2ccccc2c1,-2,-17%,4%,17%,u,4%,20%,5%,-5%
COc1ccccc1N1CCN(CCc2c[nH]c3cc4c(cc23)OCO4)CC1,2,u,u,x,u,u,x,x,-5%
O=C(c1ccccc1)c1cn(CC(=O)N2CCOCC2)c2ccccc12,-10,-13%,3%[11.4 µM],u,0%,-1%,18%,-7%,-6%
C=CCn1c(O)c(C=Nc2ccc(N(CC)CC)cc2)c(=O)[nH]c1=O,9,-10%,-30%,1%,5%,x,u,-4%,-6%
CCC1(CC)C(=O)C=CNC1=O,-10,-8%,-12%,2%,-12%,-11%,x,-4%[29.3 µM],-9%
CC(=O)O[C@@]12CO[C@@H]1C[C@H](O)[C@@]1(C)C(=O)[C@H](O)C3=C(C)[C@@H](O)C[C@@](O)([C@@H](OC(=O)c4ccccc4)C12)C3(C)C (stereo not given in full),-8,u,-4%,19%,0%,0%,35%,-3%,-13%
CC12CCC(=O)C=C1CC(O)C1C2CCC2(C)C1CCC2(C)O (stereo not given),-3,-7%,-14%,x,1%,-6%,x,x,-14%
CCOC(=O)c1c(-n2c(C)cc(C=C3C(=O)NC(=S)NC3=O)c2C)sc2c1CCCC2,-6,28µM*,-107%,-12%,x,21%,22µM*,u,u
Cc1cc2ccccn2c1C(C[N+](=O)[O-])c1c(F)cccc1Cl (stereo not given),2,-13%,u,33%[activator],u,2%,27%,-16%,4%
CCCCn1c(O)c(C(CC)=NCc2ccc3c(c2)OCO3)c(=O)[nH]c1=O,3,-17%,-21%,-4%,0%,4%,9%,-12%,-16%
O=C(Nc1nccs1)C(Cl)(Cl)Cl,-8,-1%,23%,2%,u,10%,4%,-6%,-3%
CC(C)c1ccc(C2N3CCCN23)cc1 (stereo not given),-2,-13%,-15%,28%,13%,-7%,0%,1%,-3%
COC(=O)c1cccc(N=Cc2c(O)n(Cc3ccc(F)cc3)c(=O)[nH]c2=O)c1,-4,-18%,9%,11%,116%[activator],-5%,1%,4%,-20%
CCC(=NCCCO)c1c(O)n(-c2ccc(OC)cc2)c(=O)[nH]c1=O,3,-7%,14%,1%,0%,14%,6%,-5%,0%
CC(=O)Nc1ccc(NC(=O)CN(c2ccc(C34CC5CC(CC(C5)C3)C4)cc2)S(C)(=O)=O)cc1,-6,-11%,-28%,4%,-5%,x,1%,u,-22%
COC(=O)C1=C(c2cc3ccccc3s2)C[C@@H]2CC[C@H]1N2C(=O)NCc1ccc(F)cc1,2,-14%,15%,x,-23%,4%,x,x,2%
COc1cc2c(cc1O)CC[n+]1cc3c(OC)c(OC)ccc3cc1-2,6,-18%,9%,10%,1%,-3%,u,-1%,-15%
Cc1ccc(C2(O)CCN3CCCCC32)cc1 (stereo not given),-4,1%,22%,18%,0%,4%,5%,-10%,-18%
C[N+]1(C)CCOC(O)(c2ccc(-c3ccc(C4(O)C[N+](C)(C)CCO4)cc3)cc2)C1 (stereo not given),-4,1%[57.1 µM],-9%[56.9 µM],1%&6%&24%,-11%&1%,-3%,u,-2%&40%,-12%[60.1 µM]
CCOc1cc(C(=O)N2CCC3(CC2)OCCO3)cc(OCC)c1OCC,-4,-5%,-10%,20%,1%,-5%,7%,3%,5%
CN1CCC2(O)OCCCC2C1 (stereo not given),-9,10%,-5%[56.9 µM],2%,0%,-2%,27%,-1%,-2%
C=CCN1C(=O)NC(=O)/C(=C/c2ccoc2)C1=O,-4,10µM*,-35%,-10%,u,-14%,28µM*,8%,45µM*
Cc1ccc(-n2c(O)c(/C=N/c3ncc(Br)cc3Br)c(=O)[nH]c2=O)cc1,-6,-11%,22%,4%,0%,1%,1%,-8%,-17%
COc1ccc(C(=O)OC2C[C@H]3CC[C@@H](C2)N3O)cc1OC (stereo not given in full),-1,-12%,-1%,13%,5%,7%,-1%,2%,0%
c1ccc2c(c1)CSc1ccccc1C2C1=NCCN1 (stereo not given),-5,-10%,-14%,7%,12%,-16%,u,-2%,-3%
O=C(O)CSC(=S)N1CC2CC(C1)c1cccc(=O)n1C2 (stereo not given),-5,-3%,-6%,0%,-11%,-1%,u,-3%,-15%
O=C(c1cc(-c2ccc(Cl)cc2)n(-c2ccc(Cl)cc2Cl)n1)N1CCOCC1,0,-15%,9%,u,u,1%,9%,-18%,3%
COc1cc2occc2c2oc(=O)ccc12,-2,-14%,10%,1%&10%&-1%,u,1%,-9%,4%&5%,-6%[60.1 µM]
CNC(=O)OCC[N+](C)(C)C,x,4%[57.1 µM],x,-5%,x,x,-10%[57.1 µM],x,-6%[19.4 µM]
N[C@@H](Cc1ccc(N(CCCl)CCCl)cc1)C(=O)O,-4,-8%,-28%,29%&1%,u,6%,x,x,4%
CN(C)CCCN=Cc1c(O)n(CCc2ccccc2)c(=O)[nH]c1=O,-3,-12%,-4%[56.9 µM],1%,-8%,-10%,2%,-16%,-10%
Nc1c(C(=O)Nc2ccc(OC(F)(F)F)cc2)sc2nc3c(cc12)N1CCC3CC1,-1,-18%,-20%,x,-20%,5%,5%,-2%,-5%
COc1cc2nc(CN3CC=C(c4ccccc4)CC3)[nH]c(=O)c2cc1OC,4,-9%,-3%,x,41%[activator],-8%,x,x,-4%
CC1(C)CN2C(c3ccc(Cl)cc3)N2C1 (stereo not given),-8,2%,-12%,0%,-19%,-2%,8%,-9%,-7%

# Screening results (PubChem BioAssay)
